SENP7 block = blocks the human protease SENP7; inhibition, % at 5 µM; recombinant SENP7, Z-RLRGG-aminoluciferin luminescence, 40 min; Q9BQF6; hit rate 1.5% among 330,000;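 active = inhibition above about 50% at the single test dose, limit read from the data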;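 also: plate controls were DMSO with enzyme for no effect and no enzyme buffer wells for full effect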
SENP8 inh = blocks the human protease SENP8 | inhibition, % at 10 µM | AID 2540 | Q96LD8 | purified SENP8, Z-RLRGG-aminoluciferin cleavage, luminescence | hit rate 1.2% among 330,000
Jurkat NFkB inh = inhibitors of the PMA/ionomycin-induced NF-kB reporter in Jurkat cells. PMA/ionomycin-induced NF-kB luciferase reporter, luminescence. inhibition, % at 4 µM. hit rate 0.53% among 330,000
HKDC1 inh = HKDC1 (human) hexokinase inhibition | Q2TB90 | recombinant HKDC1, G6PDH/diaphorase resazurin coupled fluorescence | AID 493160 | hit rate 0.16% among 340,000 | inhibition, % at 20 µM;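 active = inhibition above about 35% when tested at 20 µM, limit read from the data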;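 also: plate controls were DMSO wells with enzyme for no effect and DMSO wells lacking enzyme for full effect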
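Test system: recombinant HKDC1 (HK5) hexokinase enzyme, produced in-house / Doses: 20 µM test compound, 1% DMSO / Timing: 90 min, room temperature / Detection: G6PDH/diaphorase-coupled fluorescence, 1 mM NADP, 100 µM resazurin, 525/613 nm / Control set: DMSO wells with and without enzyme mix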
Apaf1 inhib = blocks human Apaf-1 apoptosome activity; O14727; inhibition, % at 20 µM; reconstituted apoptosome caspase-3 activity, DEVD-Rh110 fluorescence; hit rate 0.71% among 330,000; active = inhibition of at least 40% at 20 µM;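 also: plate controls were DMSO wells for no effect and DEVD-CHO caspase inhibitor wells for full effect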
Target sequence (O14727 whole entry, looked up): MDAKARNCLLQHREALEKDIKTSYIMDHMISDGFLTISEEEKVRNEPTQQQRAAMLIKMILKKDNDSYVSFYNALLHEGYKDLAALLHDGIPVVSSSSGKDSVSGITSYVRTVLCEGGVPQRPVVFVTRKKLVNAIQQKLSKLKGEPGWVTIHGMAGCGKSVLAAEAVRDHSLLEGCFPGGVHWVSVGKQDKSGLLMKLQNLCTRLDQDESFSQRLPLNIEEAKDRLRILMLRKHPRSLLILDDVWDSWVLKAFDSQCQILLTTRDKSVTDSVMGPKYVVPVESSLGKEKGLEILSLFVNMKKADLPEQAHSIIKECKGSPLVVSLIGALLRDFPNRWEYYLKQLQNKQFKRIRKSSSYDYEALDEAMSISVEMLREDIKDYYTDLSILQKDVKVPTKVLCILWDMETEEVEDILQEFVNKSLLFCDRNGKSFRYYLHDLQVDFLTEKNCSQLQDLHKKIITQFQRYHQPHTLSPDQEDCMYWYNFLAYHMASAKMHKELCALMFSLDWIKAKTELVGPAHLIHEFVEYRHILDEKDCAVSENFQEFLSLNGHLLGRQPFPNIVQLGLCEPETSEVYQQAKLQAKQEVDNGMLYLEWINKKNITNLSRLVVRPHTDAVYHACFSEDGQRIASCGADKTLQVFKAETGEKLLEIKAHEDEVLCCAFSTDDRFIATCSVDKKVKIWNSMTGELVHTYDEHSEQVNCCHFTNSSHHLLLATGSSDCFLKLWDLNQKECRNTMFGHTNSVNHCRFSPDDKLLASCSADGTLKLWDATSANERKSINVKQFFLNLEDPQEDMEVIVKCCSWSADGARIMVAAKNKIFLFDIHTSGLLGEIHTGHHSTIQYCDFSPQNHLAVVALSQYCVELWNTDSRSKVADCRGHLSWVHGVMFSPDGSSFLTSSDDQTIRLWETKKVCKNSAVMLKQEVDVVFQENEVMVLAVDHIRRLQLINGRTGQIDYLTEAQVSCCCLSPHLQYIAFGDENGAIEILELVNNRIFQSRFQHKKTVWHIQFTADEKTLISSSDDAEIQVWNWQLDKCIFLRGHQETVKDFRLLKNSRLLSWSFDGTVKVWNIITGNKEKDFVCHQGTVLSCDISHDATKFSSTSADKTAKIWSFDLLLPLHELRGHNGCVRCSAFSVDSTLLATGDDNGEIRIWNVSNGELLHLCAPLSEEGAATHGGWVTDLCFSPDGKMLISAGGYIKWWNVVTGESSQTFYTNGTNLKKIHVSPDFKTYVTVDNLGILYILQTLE
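Material: cell-free apoptosome with Apaf-1, procaspase-3 and caspase-9; Buffer or medium: Hepes pH 7.5 with detergent and BSA; Reagent: cytochrome c trigger plus (Z-DEVD)2-Rh110 caspase-3 substrate; Times: compound with Apaf-1, dATP, procaspase-3 30 min, then 50 min reaction, room temperature; Technique: Rh110 fluorescence intensity.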
UBC13 polyUb = blocks human UBC13 polyubiquitin chain formation. inhibition, % at 20 µM. hit rate 0.47% among 330,000. P61088. TR-FRET; in the data active = inhibition above about 45%, passing the limit was not always enough
697 NFkB inh = inhibitors of the PMA/ionomycin-induced NF-kB reporter in 697 B cells | 697 B-cell NF-kB luciferase reporter, 16 h | inhibition, % at 4 µM | hit rate 0.33% among 330,000 | AID 435022; in the data active = inhibition above about 35%
Gli-Sufu block = antagonists of Gli-Sufu signaling; Sufu-KO-LIGHT fibroblasts, Gli luciferase reporter luminescence; inhibition, % at 5 µM; hit rate 0.74% among 340,000; AID 588413;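 active = inhibition above about 55%, limit read from the data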;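 also: 0% = DMSO-treated cells and 100% = wells with medium but no cells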
* = called active by the depositor; nt = no result given. Rule as the data show it, unless noted: active = inhibition above about 50%; inactive = the rest.

1. COc1ccc(CCNC(=O)COC(=O)Cc2ccccc2F)cc1
2. Cc1cccc(CC(=O)Nc2ccc(C(=O)N3CCOCC3)cc2)c1
3. CCn1c(CSc2nc3ccccc3s2)nnc1SCC(=O)c1ccc2c(c1)OCCO2
4. CCCC[C@@H]1CN=C(N)N1CCCC
5. Cc1ccc(-n2ncc3c(SCC(=O)Nc4cc(C)on4)ncnc32)c(C)c1
6. CCCCOc1ccc(C(=O)N(CC)CC(=O)NCc2cccs2)cc1
entry no. | 1 | 2 | 3 | 4 | 5 | 6
SENP7 block | 8 | 4 | 2 | -19 | 0 | -13
SENP8 inh | -6 | -5 | 3 | -10 | 2 | -9
Jurkat NFkB inh | -5 | -4 | 8 | 6 | 11 | -3
HKDC1 inh | 2 | -6 | 4 | -6 | 0 | 1
Apaf1 inhib | -4 | -2 | 21 | 8 | -2 | 17
UBC13 polyUb | 10 | -2 | 5 | -4 | 7 | -2
697 NFkB inh | 3 | 1 | 17 | -6 | 15 | -11
Gli-Sufu block | -10 | -4 | 1 | 38 | 5 | -7

7. CCc1noc(C)c1C(=O)N1CCN(S(=O)(=O)c2ccc(C)cc2C)CC1
8. NC(=O)C1CCN(C(c2ccccc2Cl)c2nnnn2Cc2ccc3c(c2)OCO3)CC1 (centres undefined)
9. CCCCC(=O)N/N=C/c1ccc(-c2ccc([N+](=O)[O-])cc2)o1
10. COc1ccccc1CCNC(=O)C(=O)Nc1cc2c3c(c1)CC(=O)N3CCC2
11. Cc1ccc(C(=O)Nc2cc(C(F)(F)F)ccc2-n2cncn2)o1
12. CCc1c(C)nc2c(C)cccc2c1SCCC#N
entry no. | 7 | 8 | 9 | 10 | 11 | 12
SENP7 block | -13 | -1 | -3 | 8 | 7 | 8
SENP8 inh | -16 | 1 | 6 | -3 | -2 | 5
Jurkat NFkB inh | 3 | -3 | 2 | 7 | -3 | -4
HKDC1 inh | -6 | 5 | 0 | 8 | -5 | -9
Apaf1 inhib | 12 | 13 | 0 | 9 | 3 | 8
UBC13 polyUb | 2 | 2 | 6 | -8 | -1 | 2
697 NFkB inh | -2 | 15 | -7 | -16 | 11 | -8
Gli-Sufu block | -6 | 1 | -11 | -6 | -23 | 4

13. COc1cccc(/C=C/c2nc(C#N)c(NCC(C)C)o2)c1
14. c1ccc2c(c1)CCN2CCN1CCc2ccccc21
15. CCN(c1ccccc1)S(=O)(=O)c1ccc(OC)c(NC(=O)C2CC2)c1
16. CN(Cc1ccc(F)cc1)C(=O)c1cc(S(=O)(=O)N2CCCCC2)ccc1N1CCOCC1
17. COc1cc2c(cc1OC)CN(C(=O)C(CCSC)NS(=O)(=O)c1ccc(C)cc1)CC2 (centres undefined)
18. CCC(=O)N1CCc2cc(S(=O)(=O)NCCc3ccc(S(N)(=O)=O)cc3)ccc21
entry no. | 13 | 14 | 15 | 16 | 17 | 18
SENP7 block | -4 | -3 | -7 | 0 | 1 | 1
SENP8 inh | 3 | -14 | -1 | 5 | 5 | -1
Jurkat NFkB inh | 9 | -9 | 15 | 3 | -9 | 5
HKDC1 inh | 0 | 0 | -4 | -3 | 2 | -6
Apaf1 inhib | 20 | -2 | -5 | -2 | 6 | -2
UBC13 polyUb | 16 | 6 | 14 | 2 | 1 | 6
697 NFkB inh | 20 | 13 | 3 | 26 | 7 | 2
Gli-Sufu block | 28 | 9 | -6 | 1 | 15 | -6

Reformatted: results already given.
Below each compound: SENP7 block, SENP8 inh, Jurkat NFkB inh, HKDC1 inh, Apaf1 inhib, UBC13 polyUb, 697 NFkB inh, Gli-Sufu block
[14] c1ccc2c(c1)CCN2CCN1CCc2ccccc21
→ -3, -14, -9, 0, -2, 6, 13, 9
[15] CCN(c1ccccc1)S(=O)(=O)c1ccc(OC)c(NC(=O)C2CC2)c1
→ -7, -1, 15, -4, -5, 14, 3, -6
[16] CN(Cc1ccc(F)cc1)C(=O)c1cc(S(=O)(=O)N2CCCCC2)ccc1N1CCOCC1
→ 0, 5, 3, -3, -2, 2, 26, 1
[17] COc1cc2c(cc1OC)CN(C(=O)C(CCSC)NS(=O)(=O)c1ccc(C)cc1)CC2 (centres undefined)
→ 1, 5, -9, 2, 6, 1, 7, 15
[18] CCC(=O)N1CCc2cc(S(=O)(=O)NCCc3ccc(S(N)(=O)=O)cc3)ccc21
→ 1, -1, 5, -6, -2, 6, 2, -6

(more compounds)
19. COC(=O)c1ccc(Oc2c(Cl)cccc2[N+](=O)[O-])cc1
20. CC(=O)N1CCc2cc(S(=O)(=O)NC(CC(C)C)C(=O)Nc3ccc4c(c3)OCCO4)ccc21 (centres undefined)
21. Cc1ccc(NC(=O)Cn2c(=O)c(C)nc3ccccc32)cc1
22. Cc1ccc(OCCn2c(CCCO)nc3ccccc32)cc1
23. C=CCOc1c(Br)cc(/C=N/NC(=O)Cc2ccc(C(F)(F)F)cc2[N+](=O)[O-])cc1OC
24. O=c1cc(CN2CCN(S(=O)(=O)c3ccccc3)CC2)nc2ccc(Cl)cn12
entry no. | 19 | 20 | 21 | 22 | 23 | 24
SENP7 block | 6 | -4 | -2 | 12 | -6 | 7
SENP8 inh | -6 | 8 | -2 | -1 | -7 | 2
Jurkat NFkB inh | -5 | -33 | -4 | 0 | 2 | -15
HKDC1 inh | -11 | 0 | -3 | -3 | -10 | -3
Apaf1 inhib | 8 | -6 | 3 | 14 | -4 | 5
UBC13 polyUb | 7 | 0 | 3 | -6 | -4 | -8
697 NFkB inh | 18 | -26 | 10 | -41 | 14 | 0
Gli-Sufu block | 0 | -26 | 8 | 0 | 2 | 4

25. O=c1c2oc3ccccc3c2ncn1Cc1cccc(Cl)c1
26. COc1ccc(OC)c(NC(=O)COC(=O)c2ccc(-n3cnnn3)cc2)c1
27. Cc1ccc(S(=O)(=O)NCC(=O)N2CCC(C)CC2)cc1
28. CCN(CC)S(=O)(=O)N1CCC(C(=O)NC(C)CCc2ccccc2)CC1 (centres undefined)
29. COCCCNC(=O)CCn1c(=O)c2ccccc2n(CC(=O)NCCc2ccc(OC)c(OC)c2)c1=O
30. CCCCn1c(N)c(N(CCC(C)C)C(=O)C2CC(=O)N(c3ccccc3OCC)C2)c(=O)[nH]c1=O (centres undefined)
entry no. | 25 | 26 | 27 | 28 | 29 | 30
SENP7 block | 6 | -8 | -2 | -13 | -7 | -3
SENP8 inh | 1 | -12 | 6 | -14 | -9 | 7
Jurkat NFkB inh | -9 | -9 | 11 | 3 | -19 | 4
HKDC1 inh | -2 | -7 | 0 | -4 | -7 | 8
Apaf1 inhib | -21 | 4 | -2 | -9 | -6 | -4
UBC13 polyUb | 8 | -14 | -3 | -2 | -7 | -7
697 NFkB inh | 3 | 6 | 16 | -7 | -8 | 15
Gli-Sufu block | 23 | 69* | 1 | 5 | 7 | 1

31. Cc1nnc(N/N=C/c2cccc(OCc3ccc(Cl)c(Cl)c3)c2)n1N
32. Cc1cc(C(=O)OCC(=O)Nc2ccc(F)c(F)c2F)c(C)o1
33. O=C(O)COn1c(-c2ccccc2)nc2ccc(Cl)cc21
34. CC1=NN(C(=O)c2ccc(Cn3nc(C)c([N+](=O)[O-])c3C)cc2)C(O)(C(F)(F)F)C1 (centres undefined)
35. CCC(C)(C)NC(=O)CN(C(=O)c1ccc(N2CCCC2)nc1)c1ccc(F)cc1
36. COc1ccc([C@H]2CC(=O)C=C(c3ccc(NC(C)=O)cc3)C2)cc1OC
entry no. | 31 | 32 | 33 | 34 | 35 | 36
SENP7 block | -2 | 1 | -4 | -2 | -8 | 7
SENP8 inh | -17 | -7 | -2 | -1 | -11 | 2
Jurkat NFkB inh | -10 | 23 | -43 | 16 | -11 | 13
HKDC1 inh | 3 | -5 | -5 | -9 | 2 | 3
Apaf1 inhib | 77* | 6 | 3 | -12 | 17 | 9
UBC13 polyUb | 3 | -2 | 2 | -1 | -5 | -9
697 NFkB inh | -68 | 10 | -49 | 8 | -14 | 13
Gli-Sufu block | -62 | -2 | -18 | -3 | 15 | -23

37. CCOc1nc(Nc2ccccc2F)nc(OCC)n1
38. CCC(=O)N1CCc2cc(S(=O)(=O)CCC(=O)Nc3cccc(F)c3)ccc21
39. CC(C)OCCCNC(=O)CN1C(=O)CC(C)(C)S(=O)(=O)c2ccccc21
40. CC1CCN(c2nc3ccccn3c(=O)c2C=O)CC1
41. CCN(CC)CCN(C(=O)c1ccc(S(=O)(=O)N2CCCC2)cc1)c1nc2cc(C)cc(C)c2s1
42. CCN(C[C@H]1N[C@@](C)(C(=O)OC)[C@H]2C(=O)N(Cc3ccccc3)C(=O)[C@@H]12)S(=O)(=O)c1ccccc1
entry no. | 37 | 38 | 39 | 40 | 41 | 42
SENP7 block | 6 | 11 | 0 | 5 | 3 | 11
SENP8 inh | -2 | -2 | 0 | 5 | 1 | 2
Jurkat NFkB inh | 3 | -5 | 3 | 5 | 3 | -2
HKDC1 inh | -5 | -5 | 4 | 4 | 3 | -4
Apaf1 inhib | -3 | -1 | 9 | -5 | 8 | -5
UBC13 polyUb | -4 | 1 | 9 | 8 | 13 | 2
697 NFkB inh | -13 | -4 | 23 | 2 | -2 | 0
Gli-Sufu block | -1 | -1 | 5 | -11 | 17 | 2

43. CC(C)CNC(=O)c1cccc(NC(=O)Cc2ccc(Br)cc2)c1
44. Cc1ccc(OCCNC(=O)Cn2cnc3c(=O)n(C)c(=O)n(C)c32)cc1C
45. CS(=O)(=O)N(CC(=O)N1CCC(C(N)=O)CC1)Cc1ccc(Cl)c(Cl)c1
46. CCCCOc1ccc(C(C)NC(=O)CCS(=O)(=O)Cc2ccc(Cl)cc2)cc1 (centres undefined)
47. Cc1cc(C)cc(N(C(=O)c2snc(C(N)=O)c2N)C(C(=O)NCC2CCCO2)c2ccc(C)o2)c1 (centres undefined)
48. O=C(COC(=O)c1ccc([N+](=O)[O-])s1)NCCc1ccccc1
entry no. | 43 | 44 | 45 | 46 | 47 | 48
SENP7 block | 1 | 12 | 7 | -2 | -9 | 26
SENP8 inh | 9 | -4 | -3 | -6 | 1 | 68*
Jurkat NFkB inh | 6 | 5 | -8 | 16 | 3 | -3
HKDC1 inh | 12 | -4 | -5 | -1 | -1 | 5
Apaf1 inhib | 1 | 11 | -5 | -4 | 16 | 33
UBC13 polyUb | 7 | -4 | -9 | 20 | 60* | -7
697 NFkB inh | -10 | -20 | 11 | 5 | 18 | 22
Gli-Sufu block | 5 | -34 | 6 | 23 | -5 | -6

49. CCOC(=O)CNC(=O)CSc1nc2cccnc2n1CC
50. Cc1ccc(-c2nc3ncccc3o2)cc1NC(=O)COc1ccccc1
51. CC(C)(C)C(=O)/C(=C/c1ccncc1)n1cncn1
52. Cc1cccc(-c2cc3c(nn2)-c2ccccc2C3=O)c1
53. Cc1nc2ncnn2c(C)c1CCC(=O)O
54. c1ccc2c(c1)NC(CN1CCOCC1)CO2 (centres undefined)
entry no. | 49 | 50 | 51 | 52 | 53 | 54
SENP7 block | 4 | -2 | 1 | 100* | -6 | -7
SENP8 inh | 2 | 8 | 3 | 95* | -2 | -1
Jurkat NFkB inh | -8 | 6 | 54* | -45 | 2 | 6
HKDC1 inh | 0 | -4 | -10 | 15 | -3 | -5
Apaf1 inhib | -2 | -8 | -5 | 91* | -1 | -16
UBC13 polyUb | 8 | 5 | 8 | -26 | -16 | 4
697 NFkB inh | 5 | -2 | 37* | -93 | -12 | 8
Gli-Sufu block | 3 | -4 | 22 | -57 | 7 | -4

55. COc1ccc2cc(C(=O)C3CCCN(Cc4ccccn4)C3)ccc2c1 (centres undefined)
56. CCc1nnc(NS(=O)(=O)c2ccc(NC(=O)c3cccc(OC(F)(F)C(F)F)c3)cc2)s1
57. CC(=O)Nc1cccc(OC(=O)COc2ccc(Br)cc2)c1
58. CC1(c2ccccc2)NC(=O)N(CC(=O)Nc2ccc(S(N)(=O)=O)cc2)C1=O (centres undefined)
entry no. | 55 | 56 | 57 | 58
SENP7 block | 6 | -8 | -4 | 0
SENP8 inh | -3 | 4 | -3 | -10
Jurkat NFkB inh | -1 | 3 | 4 | 0
HKDC1 inh | 11 | 7 | -3 | -6
Apaf1 inhib | 0 | 12 | 0 | 1
UBC13 polyUb | 16 | -12 | 15 | -8
697 NFkB inh | 9 | 15 | 16 | 13
Gli-Sufu block | -7 | 2 | -8 | nt

Screening data: PubChem BioAssay, Sanford-Burnham Center for Chemical Genomics
